# High-throughput results (PubChem)
# PLCg1 inh: blocks human PLC-gamma1 enzyme activity. AID 720700. purified PLC-gamma1, fluorogenic substrate, fluorescence. P19174. 370,000 tested, 0.84% active. inhibition, % at 12.2 µM; in the data active = inhibition above about 9.5%
# Target sequence (P19174 whole entry, looked up): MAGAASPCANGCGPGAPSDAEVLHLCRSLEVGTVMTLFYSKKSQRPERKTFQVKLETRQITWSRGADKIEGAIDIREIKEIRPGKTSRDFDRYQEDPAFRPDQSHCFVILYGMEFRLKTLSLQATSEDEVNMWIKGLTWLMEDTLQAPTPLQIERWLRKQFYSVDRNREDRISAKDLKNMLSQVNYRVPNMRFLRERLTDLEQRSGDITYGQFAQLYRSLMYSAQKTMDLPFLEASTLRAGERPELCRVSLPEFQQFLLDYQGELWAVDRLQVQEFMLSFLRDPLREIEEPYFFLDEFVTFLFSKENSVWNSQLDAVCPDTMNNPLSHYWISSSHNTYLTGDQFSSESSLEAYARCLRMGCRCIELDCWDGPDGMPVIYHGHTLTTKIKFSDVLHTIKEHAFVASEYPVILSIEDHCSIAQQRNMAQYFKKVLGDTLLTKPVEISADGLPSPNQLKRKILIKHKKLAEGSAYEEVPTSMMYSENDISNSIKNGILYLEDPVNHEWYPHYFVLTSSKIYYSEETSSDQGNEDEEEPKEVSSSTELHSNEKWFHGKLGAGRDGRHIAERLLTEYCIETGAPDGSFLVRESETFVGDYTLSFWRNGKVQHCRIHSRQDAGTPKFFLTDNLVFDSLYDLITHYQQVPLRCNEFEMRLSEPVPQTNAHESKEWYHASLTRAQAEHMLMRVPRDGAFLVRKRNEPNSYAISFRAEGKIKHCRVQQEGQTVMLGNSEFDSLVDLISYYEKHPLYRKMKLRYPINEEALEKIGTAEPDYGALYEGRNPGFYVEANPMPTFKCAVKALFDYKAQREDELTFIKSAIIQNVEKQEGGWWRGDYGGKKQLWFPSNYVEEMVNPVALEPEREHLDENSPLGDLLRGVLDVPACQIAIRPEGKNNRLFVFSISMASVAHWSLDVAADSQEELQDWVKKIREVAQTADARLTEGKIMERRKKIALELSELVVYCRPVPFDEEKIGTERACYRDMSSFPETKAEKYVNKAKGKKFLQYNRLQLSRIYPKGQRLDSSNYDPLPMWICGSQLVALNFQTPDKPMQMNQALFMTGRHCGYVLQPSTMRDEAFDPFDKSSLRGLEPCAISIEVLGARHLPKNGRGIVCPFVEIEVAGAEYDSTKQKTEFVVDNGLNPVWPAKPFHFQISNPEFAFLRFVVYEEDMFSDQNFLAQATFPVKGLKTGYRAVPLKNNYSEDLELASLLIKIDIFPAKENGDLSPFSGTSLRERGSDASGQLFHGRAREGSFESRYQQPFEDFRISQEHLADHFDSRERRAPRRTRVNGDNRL
# hcDAF-12 act: activators of H. contortus DAF-12 nuclear receptor; HEK293 hcDAF-12 lit1-tk-luc reporter, luminescence; 0% DMSO, 100% Δ7-dafachronic acid; activation, % at 6.8 µM; 370,000 tested, 1.4% active; AID 652067;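 active = activation above the mean of all tested compounds plus 3 SD, cut at about 5.5% in these data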;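 also: 100% = response to 3 µM Δ7-dafachronic acid high control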
# GAA850 FXN act: activators of GAA850 frataxin (FXN) promoter | HEK293 lucGAA850 FXN promoter luciferase reporter, 24 h; percent of 10 µM SAHA response | activation, % at 6 µM | 360,000 tested, 0.56% active | AID 540364;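 active = activation above the average of all compounds screened plus 3 SD, cutoff fixed separately per campaign, cut at about 7.5% in these data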;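 also: 0% = DMSO wells and 100% = 10 µM SAHA wells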
# PLCb3 inh: PLC-beta3 (human) inhibition, primary screen; Q01970; Purified PLC-beta3, fluorogenic substrate, fluorescence; inhibition, % at 12.2 µM; 370,000 tested, 0.18% active; in the data active = inhibition above about 11%;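 also: 0% = median of compound wells on plate and 100% = full blocker control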
# sPLA2-III inh: Blocks human group III sPLA2 activity; QFRET BODIPY PC-A2 liposome hydrolysis, fluorescence; 370,000 tested, 0.56% active; Q9NZ20; inhibition, % at 12.2 µM;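 active = inhibition above mean plus 3 SD of compounds lying within the high and low control bounds, cut at about 19% in these data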;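 also: 0% = median of test compound wells and 100% = no enzyme DMSO wells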
# ADAM10 inh: inhibits human ADAM10; recombinant ADAM10, EDANS/DABCYL FRET peptide cleavage, 3 h; inhibition, % at 7 µM; 370,000 tested, 0.62% active;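 active = inhibition above a per-campaign cutoff equal to the mean of compounds falling between control-based bounds plus 3 SD, cut at about 20% in these data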;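 also: 0% = DMSO wells while the 100% control is not disclosed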
# DAX1 inh-1: inhibits human nuclear receptor DAX1 | AID 504766 | 340,000 tested, 0.99% active | P51843 | HEK293 Gal4-DAX1 luciferase reporter, luminescence | inhibition, % at 6.75 µM;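 active = inhibition above the mean over all tested compounds plus 3 SD, cut at about 4.2% in these data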;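 also: 0% = DAX1-transfected cells with DMSO and 100% = empty-vector control cells with DMSO; inhibition shows as a rise in luminescence from relieved DAX1 repression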
# ADAM17 inh: ADAM17 inhibition, QFRET primary screen | inhibition, % at 6.95 µM | 370,000 tested, 0.83% active | recombinant ADAM17, EDANS/DABCYL FRET peptide cleavage;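 active = inhibition above the mean of compounds lying between control limits plus 3 SD, set per campaign, cut at about 8.5% in these data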;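 also: 0% = DMSO-only wells as the low control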
# ssDAF-12 act: S. stercoralis DAF-12 activation, primary screen | HEK293 ssDAF-12/GRIP1 lit1-tk-luc reporter, luminescence; % of 3 µM dafachronic acid response | 370,000 tested, 1% active | activation, % at 6.8 µM;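 active = activation above the mean over all tested compounds plus 3 SD, cut at about 0.9% in these data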;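 also: 0% = DMSO-only wells and 100% = 3 µM delta7-dafachronic acid wells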
# hgDAF12 agonist: hgDAF-12 agonism, primary luciferase screen. 370,000 tested, 1.8% active. activation, % at 6.8 µM. HEK293 GAL4-hgDAF12 UAS-luciferase reporter, agonist luminescence; normalized to butyrate control;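 active = activation above a cutoff set at the mean of all screened compounds plus 3 SD, cut at about 10% in these data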;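 also: 0% = DMSO wells and 100% = sodium butyrate wells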
# DAX1 inh-2: blocks DAX1 repression of SF-1 activated StAR promoter; HEK293T StAR-luciferase reporter, SF-1/DAX-1 repression relief; inhibition, % at 6.8 µM; 370,000 tested, 1.1% active; AID 652010;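 active = inhibition above the mean over all tested compounds plus 3 SD, cut at about 3.6% in these data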;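 also: 0% = DAX-1 cells with DMSO and 100% = cells lacking DAX-1 with DMSO; higher inhibition means more luminescence from relief of DAX-1 repression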
# The depositor's hits bear a star; · = no result given; & = joins results of further samples.
SMILES,PLCg1 inh,hcDAF-12 act,GAA850 FXN act,PLCb3 inh,sPLA2-III inh,ADAM10 inh,DAX1 inh-1,ADAM17 inh,ssDAF-12 act,hgDAF12 agonist,DAX1 inh-2
O=c1c2ccccc2nc(N/N=C/c2ccccc2)n1O,-9,0.7,4.4,-8,6,-17,-0.9,-10,-0.4,0.7,2.7
CC(=O)Nc1cccc(C(=O)OC(C)C(=O)N2CCc3ccccc32)c1 (centres undefined),2,2.0,-0.3,0,-7,2,1.6,1,-1.4,-0.3,-1.1
O=c1[nH][nH]c(=O)c2cc([N+](=O)[O-])ccc12,2&0,-1.4&-0.9,0.1&-0.6,-1&2,7&5,-9&-6,-1.9&0.4,-4&-1,-1.0&-0.7,-2.1&-3.3,-0.5&0.6
Cc1cc(=O)oc2c(O)c(O)ccc12,-24,0.9,2.3,-32,-2,-65,0.4,-21,-1.1,-3.3,-1.0
CCC(C)(C)NC(=O)C(c1ccccc1Cl)N(C(=O)CCC(=O)Nc1cc(C)on1)C(C)(C)C (centres undefined),1,-1.0,0.5,3,-10,2,-1.1,2,-1.0,-0.7,-0.2
Cn1c(=O)oc2cc(C(=O)c3ccccc3)ccc21,0,-0.3,-1.1,2,6,9,0.1,0,-1.2,-0.2,-0.1
Cc1onc(-c2ccccc2)c1C(=O)N/N=C/c1ccc(Br)cc1,1,-1.9,0.3,-7,2,3,0.1,-1,-1.5,-0.5,-0.8
O=C(CCCl)N(Cc1nc2ccccc2c(=O)[nH]1)Cc1cccs1,1,0.5,-0.1,-4,-4,1,-0.3,0,-1.0,1.4,1.0
CCCCC(=O)OCC(=O)Nc1cccc(S(=O)(=O)NC2=NCCCCC2)c1,1,-1.0,0.4,7,-3,-4,-0.7,1,-1.0,-0.5,-0.7
CCOC(=O)c1c(C)[nH]c(C(=O)/C(C#N)=C/c2ccc(OCC)cc2)c1C,-23,0.1,2.2,-30,-7,-1,-1.0,2,-0.9,-2.7,1.3
O=c1c2c(n3nnnc3n1-c1ccccc1)-c1ccccc1CC21CCCC1,-4,1.7,0.3,1,14,-8,0.3,-5,-0.6,2.5,-0.9
CC(Oc1ccc(Cl)cc1Cl)C(=O)NCCCCc1ccccc1 (centres undefined),-2,-1.3,3.9,-2,-10,6,0.3,3,-0.9,-1.2,-1.0
O=C1CC(=C(c2ccccc2)c2ccccc2)C(=O)N1CCN1CCN(c2cccc(Cl)c2)CC1,2,-0.1,1.7,-1,-15,5,0.1,4,-1.6,-1.1,-0.1
Cc1onc(-c2c(F)cccc2Cl)c1C(=O)N1CCN(c2ncccn2)CC1,-3,-0.7,2.0,-5,1,-4,0.9,-2,-1.5,-1.9,-0.3
Cc1cc(C)n2c(Nc3c(C)cccc3C)c(CC(C)C)nc2n1,-24,-1.2,·,-37,15,-27,·,-9,-1.7,-4.2,-1.2
CN=C1c2cc3c(Br)c(OC)ccc3n2CCN1C,-66,1.7,0.3,-100,-2,-2,0.0,-4,-0.9,0.2,0.7
OC(c1ccc(Cl)cc1)c1ncc(-c2cccc(C(F)(F)F)c2)[nH]1 (centres undefined),6,-3.1,1.5,4,-5,18,·,8,-1.6,-3.3,-0.4
Cc1ccc2c(c1)N(CC(=O)OC(CC(C)C)C(=O)NC1CCCC1)C(=O)CO2 (centres undefined),-1,-0.9,-1.6,2,-1,6,0.4,1,-1.7,-2.3,-1.2
O=C(O)c1cccc(NC(=O)C2CCCO2)c1 (centres undefined),7,-1.8,-1.6,8,3,-1,0.6,2,-0.4,0.1,-0.1
Cc1ccc([C@H]2C(C(=O)O)=C[C@@H](CC3CCCC3)N2S(=O)(=O)c2ccc(C)cc2)cc1,-2,-0.2,-0.9,-7,-20,-7,0.8,0,-0.2,-1.1,-0.4
Cc1ccc2[nH]c3c(=O)[nH]ncc3c2c1,-7,-0.3,1.2,-13,-1,-44,0.7,-22,-1.1,1.7,1.1
O=C(CSc1ccc(-c2ccco2)nn1)c1cccc([N+](=O)[O-])c1,3,2.9,2.0,-2,-38,11,-1.0,6,-1.8,-0.1,-0.6
O=C(COc1ccc(S(=O)(=O)N2CCOCC2)cc1Cl)NCCCn1ccnc1,1,2.7,0.4,-7,8,-11,0.1,-6,-1.4,-0.1,0.0
O=C(c1ccc2c(c1)OCCO2)C1CCN(S(=O)(=O)c2ccccc2F)CC1,6,-0.4,0.3,3,-9,8,0.0,4,-1.2,-2.5,0.1
CN1CCCN(S(=O)(=O)c2cccc(C#N)c2)CC1,1,-0.2,-0.7,4,-6,3,2.0,-1,-1.5,0.0,-0.2
COc1ccc(C2=NN(C(=O)CCCC(=O)O)C(c3cn(-c4ccccc4)nc3-c3ccccc3)C2)cc1 (centres undefined),14*,0.5,2.0,7,0,7,3.1,7,-0.6,2.9,0.4
O=C(O)c1cc(NC(=O)c2ccco2)cc(NC(=O)c2ccco2)c1,3,2.2,-1.9,-5,5,15,-0.5,-1,-1.0,0.9,-0.5
OCCN1CCN(C2CCC(c3ccc(F)cc3)c3ccc(F)cc32)CC1 (centres undefined),6,-2.2,0.4,-6,3,-1,-1.1,-1,-1.6,-1.9,0.1
Cc1cc(S(=O)(=O)N2CC(=O)N(CCc3ccccc3)C(=O)C2)ccc1F,0,-0.9,1.4,-1,-1,-8,0.2,-2,-1.0,0.3,-0.1
C=C(C)COc1ccc(-c2nc(N)ncc2Oc2ccc(OC)cc2)c(O)c1,-5,-1.3,3.8,-6,-3,4,-1.8,0,-1.5,-1.4,-1.9
O=C1CCCC/C=C\C[C@H](CC(=O)N(CCO)Cc2ccccc2)C(=O)N2CCC[C@@H]2CO1,2,-1.5,-1.1,1,5,-3,1.7,-3,-1.2,-1.0,0.2
COc1ccc(NC(=O)N2CCCC2C(=O)NCc2ccc(C)cc2)cc1 (centres undefined),-1,-1.0,0.4,-5,3,-8,-0.1,-1,-1.3,-0.5,0.5
COc1ccc(S(=O)(=O)N2CCN(C(=O)c3ccc([N+](=O)[O-])o3)CC2)cc1,9,-0.7,-0.7,5,5,21*,-1.8,5,-1.2,-2.6,-0.7
COc1ccc(OC)c(C(=O)c2nc3c(n2O)CCCCC3)c1,2,0.8,-1.5,3,-2,-3,-0.3,0,-1.7,-0.5,0.0
COc1ccc(NC(=O)c2cc(-c3cc(F)ccc3OC)n[nH]2)c(C)c1,1,-1.2,0.2,-4,-9,1,·,0,-1.5,-2.3,-0.6
Cc1cc(Br)c(NC(=O)CCNC(=O)OCc2ccccc2)cc1C,-1,1.1,1.9,-3,2,-8,-0.5,-7,-0.3,-1.0,-0.3
COC(=O)c1cccc(CN2C(=O)SC(Nc3ccc(C)cc3)C2=O)c1 (centres undefined),0,-2.3,-0.5,-5,-41,9,2.1,4,-1.1,2.3,-0.2
Cc1c(C(=O)NCc2ccccn2)sc2nc(-c3ccccc3)cn12,1,-1.9,2.4,1,-3,-4,-0.5,2,-1.5,-0.9,2.8
CCOc1ccc(-n2cnnn2)cc1S(=O)(=O)Nc1c(C)cccc1C,2,-0.3,-0.7,3,-2,7,-0.9,-2,-1.7,2.8,0.2
COC(=O)CSc1nnc(NC(=O)CCc2ccccc2)s1,3,-2.0,3.7,-12,1,-9,-0.3,1,-0.6,0.4,0.0
CCCCOC(=O)c1cccnc1,0,0.6,-0.9,0,9,-13,1.5,-2,-1.2,2.2,0.6
CC1CCCCC1NC(=O)c1ccc(CSc2nc3ccncc3[nH]2)cc1 (centres undefined),1,-0.6,0.7,2,-18,-8,-0.5,-1,-1.9,0.9,0.7
O=C(NCCCN1CCCC1)Nc1cccc2ccccc12,-14,0.3,0.3,-17,6,-31,2.1,-8,-1.4,-1.1,0.1
COc1ccc(-c2nnc(NC(=O)c3cccs3)s2)c(OC)c1,-5,4.9,1.4,-14,8,-11,0.5,-3,-0.3,0.6,0.2
Cn1c(SCC(=O)Nc2ccc3c(c2)OCCO3)nnc1-c1ccccn1,0,-1.6,-1.8,0,5,-8,-0.8,-2,-1.9,-3.3,-0.3
CCCOc1ccccc1C1CC(=O)NC2=C1C(=O)CCC2 (centres undefined),0,-1.5,-4.8,3,-1,-1,-2.2,-3,-1.4,1.7,-0.5
COc1ccc(S(=O)(=O)N2CCN(Cc3ccccc3OC)CC2)cc1,5,0.6,-0.4,3,-6,10,0.2,4,-1.2,-2.5,-0.8
CCc1ccc(CNC(=O)C(=O)NCC2CCCO2)cc1 (centres undefined),2,-2.0,2.6,-4,-2,1,0.8,-2,-2.2,3.2,0.1

# Entries of single compounds as entered above:
# `Cn1c(SCC(=O)Nc2ccc3c(c2)OCCO3)nnc1-c1ccccn1` across the screens: PLCg1 inh: 0; hcDAF-12 act: -1.6; GAA850 FXN act: -1.8; PLCb3 inh: 0; sPLA2-III inh: 5; ADAM10 inh: -8; DAX1 inh-1: -0.8; ADAM17 inh: -2; ssDAF-12 act: -1.9; hgDAF12 agonist: -3.3; DAX1 inh-2: -0.3
# `COc1ccc(S(=O)(=O)N2CCN(Cc3ccccc3OC)CC2)cc1` across the screens: PLCg1 inh: 5; hcDAF-12 act: 0.6; GAA850 FXN act: -0.4; PLCb3 inh: 3; sPLA2-III inh: -6; ADAM10 inh: 10; DAX1 inh-1: 0.2; ADAM17 inh: 4; ssDAF-12 act: -1.2; hgDAF12 agonist: -2.5; DAX1 inh-2: -0.8

# Continued.
SMILES,PLCg1 inh,hcDAF-12 act,GAA850 FXN act,PLCb3 inh,sPLA2-III inh,ADAM10 inh,DAX1 inh-1,ADAM17 inh,ssDAF-12 act,hgDAF12 agonist,DAX1 inh-2
O=C(c1cccc(Br)c1)N1CCN(S(=O)(=O)N2CCCCC2)CC1,3,0.0,0.6,-2,-2,4,0.3,-2,-1.2,0.9,-0.4
O=C(CCCCn1c(=O)[nH]c2ccccc2c1=O)N1CCN(c2cccc(C(F)(F)F)c2)CC1,4,-2.8,2.5,-4,-30,5,-0.5,0,-2.0,-4.3,-1.6
Cc1ccc(C)c(NC(=O)CCC(=O)NNC(=O)COc2cc(C)ccc2C)c1,-3,-2.2,0.0,-8,-4,7,0.2,-2,-1.2,-2.0,-0.9
Cc1ccc(NC(=O)c2ccc(Oc3ncccn3)cc2)cc1,-3,1.5,3.5,-6,4,-4,1.9,-2,-1.2,4.7,2.2
CCN(CC(=O)Nc1c(F)cccc1F)C(=O)CSCc1c(C)noc1C,0,0.4,4.0,-2,2,-7,0.3,-1,-1.5,1.1,1.2
CCOC(=O)N1CCc2c(sc(NC(=O)CCS(=O)(=O)c3ccccc3)c2C(N)=O)C1,0,-0.4,2.5,-8,-3,-2,-0.9,0,-0.8,2.2,-1.8
O=C(c1ccccc1)N1CCN(Cc2ccc3c(c2)OCO3)CC1,7,-0.3,-2.1,-3,0,3,-0.4,0,-0.9,1.1,0.2
Cc1ccccc1NC(=O)Oc1cccc(OC(=O)c2ccccc2)c1,1,-1.8,0.4,-3,-10,3,-0.6,-7,-1.3,3.4,-0.6
Cn1c2ccccc2c2ncn(CCCN3CCOCC3)c(=O)c21,-11,4.9,-0.7,-10,-3,-158,1.7,-33,-0.2,0.5,0.4
CCSC1=NC(=O)/C(=C2/C=Cc3ccccc3N2CC)S1,5,0.7,-1.6,3,21*,-1,-1.6,4,-1.4,-1.2,0.2
